From PubChem
CHT allo act = human CHT allosteric activation | CHT-expressing cells, membrane potential dye, choline EC20; stronger effect = higher value; LV-AA mutant CHT in HEK293 cells | Q9GZV3 | B-score at 10 µM | actives 0.49% (n = 310,000);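 active = initial fluorescence not abnormally high and integrated response B-score, plate-corrected, over 3 SD above library mean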
Target sequence (Q9GZV3 whole entry, looked up): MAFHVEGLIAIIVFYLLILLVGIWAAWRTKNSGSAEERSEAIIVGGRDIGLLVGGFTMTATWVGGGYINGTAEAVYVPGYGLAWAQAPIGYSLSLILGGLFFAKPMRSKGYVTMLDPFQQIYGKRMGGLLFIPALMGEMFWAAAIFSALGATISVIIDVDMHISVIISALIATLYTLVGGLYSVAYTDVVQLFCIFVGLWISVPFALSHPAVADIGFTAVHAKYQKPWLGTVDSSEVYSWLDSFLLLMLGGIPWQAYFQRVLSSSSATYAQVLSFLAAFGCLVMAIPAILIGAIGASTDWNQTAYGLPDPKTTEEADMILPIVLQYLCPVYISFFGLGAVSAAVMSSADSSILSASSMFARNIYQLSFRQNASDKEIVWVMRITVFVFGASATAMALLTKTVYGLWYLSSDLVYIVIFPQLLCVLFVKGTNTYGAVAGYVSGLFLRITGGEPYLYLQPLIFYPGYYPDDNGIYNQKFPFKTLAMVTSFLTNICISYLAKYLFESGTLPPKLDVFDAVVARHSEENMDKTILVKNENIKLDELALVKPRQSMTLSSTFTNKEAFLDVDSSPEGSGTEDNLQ
OX1R antag-1 = antagonists of human orexin 1 receptor (OX1R); O43613; OX1R-expressing cells, FRET antagonist read-out; inhibition, % at 6.6 µM; actives 1.8% (n = 330,000); AID 485270; in the data active = inhibition mostly above about 38%, no sharp cut-off; inactive = mostly below about 40%;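 note: 0% = agonist challenge alone and 100% = reference antagonist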
Target sequence (O43613 whole entry, looked up): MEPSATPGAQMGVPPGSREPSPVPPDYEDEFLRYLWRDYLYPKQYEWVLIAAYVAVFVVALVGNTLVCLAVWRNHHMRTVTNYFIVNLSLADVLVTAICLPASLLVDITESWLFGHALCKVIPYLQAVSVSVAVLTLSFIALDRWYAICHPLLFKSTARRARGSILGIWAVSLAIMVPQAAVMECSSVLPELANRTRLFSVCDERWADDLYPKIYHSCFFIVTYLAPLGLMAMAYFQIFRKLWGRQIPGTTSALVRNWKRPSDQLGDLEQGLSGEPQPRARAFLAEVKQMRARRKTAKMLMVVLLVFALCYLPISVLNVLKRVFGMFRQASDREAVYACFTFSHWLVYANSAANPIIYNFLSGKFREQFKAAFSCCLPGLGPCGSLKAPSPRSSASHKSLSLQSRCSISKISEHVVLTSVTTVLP
OX1R antag-2 = antagonists of human orexin 1 receptor; O43613; CHO/OX1R cells, Fluo-8 calcium fluorescence, orexin A; inhibition, % at 5 µM; AID 434989; actives 0.43% (n = 330,000);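 active = inhibition above its plate's threshold, mean inhibition of all tested compounds on the plate plus 3 SD, cut at about 37% in these data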;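 note: 0% = orexin A challenge wells and 100% = SB-334867-A antagonist wells; not every result past the cut was called active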
* marks the source's active call; other numbers are inactive results; i = inactive; x = not tested or not shown; & = joins results of further samples. No enrichment for hits. About 2.5% of those tested had a hit in this group.

SMILES	CHT allo act	OX1R antag-1	OX1R antag-2
Nc1ccc(-c2nnn(CC(=O)N3CCCCC3)n2)cc1	i	18	-10
CC(C)(C)OC(=O)C[C@H]1C/C=C\C[C@@H](CC(=O)N(CCO)Cc2ccccc2)C(=O)N[C@H](Cc2ccccc2)COC1=O	x	11	-35
c1ccc(-c2nnc(-c3c[nH]c4ccccc34)nc2-c2ccccc2)cc1	i	27	-24
COc1ccc(CCNC(=O)CCc2ccc(S(=O)(=O)NCC(C)C)cc2)cc1	i	21	-1
CC(C)[N+]1(C)[C@@H]2CC[C@H]1CC(OC(=O)C(CO)c1ccccc1)C2 (some centres undefined)	i	13&23&10	8&3&17
COC(=O)C1(Cc2cc(-c3ccc(OC)cc3OC)no2)CCN(C(=O)OC(C)(C)C)CC1	i	5	-62
CN1C(=O)CC(NNC(=O)c2ccccc2)C1=O (centres undefined)	i	13	-18
CCN(CC)Cc1c(O)ccc2occ(C(=O)c3ccc(OC)cc3)c12	i	24	-21
N#C/C(=C\c1ccc(N2CCCCC2)o1)C(N)=O	i	42*	1
COCCCn1c(=O)c2sccc2n2c(CCCC(=O)NCc3ccccc3)nnc12	i	12	-8
O=C(c1n[nH]c2ccccc12)N1CCN(S(=O)(=O)c2ccc3ccccc3c2)CC1	i	18	-12
CC(C)c1ccc(S(=O)(=O)/N=C2/C=C(Sc3ncn[nH]3)C(=O)c3ccccc32)cc1	i	57	-15
COc1ccc(CN2CC(C(=O)NCC3CCCO3)CC2=O)cc1 (centres undefined)	i	0	-16
COCCCn1c(C(C)C)nc2oc3cc(OC)ccc3c(=O)c2c1=O	i	18	-15
CC(=O)Nc1c([N+](=O)[O-])cc(C)c(Cl)c1[N+](=O)[O-]	i	23	-10
CC(C)Oc1ccc(N2CC(C(=O)Nc3ccc(N4CCOCC4)cc3)CC2=O)cc1 (centres undefined)	i	6	2
CCSc1nc2ccc(N3C(=O)C4C5C=CC(C5)C4C3=O)cc2s1 (centres undefined)	i	8	-27
O=c1[nH]c2cc3c(cc2cc1C(c1nnnn1CC1CCCO1)N1CCCC1)OCO3 (centres undefined)	i	1	-16
c1cc2c(cc1OCCNC1CCCC1)CCC2	i	11	12
NC(=O)Nc1ccc(Oc2c(F)c(F)c(F)c(F)c2F)cc1	i	9	-21
COc1ccccc1C(=O)NC(CCSC)C(=O)NNC(=O)c1ccc(F)cc1 (centres undefined)	i	10	-15
O=C(CCNC(=O)c1ccc([N+](=O)[O-])cc1)NCc1cccs1	x	33	-11
CCCN(Cc1nc2cc(Cl)ccc2c(=O)[nH]1)C(=O)c1ccc(S(=O)(=O)N2CCCC2)cc1	x	4	24
Cn1c(=O)c2ccccc2n(Cc2cccc(F)c2)c1=O	i	0	-15
CN(Cc1cccc(Cl)c1)C(=O)C1CCC(=O)N(C2CC2)C1 (centres undefined)	i	-1	-21
Cc1cc(S(=O)(=O)N2CCOCC2)ccc1OCC(=O)N1CCCCC1	i	23	-1
O=C(NC(=S)Nc1ccc(N2CCOCC2)cc1)c1cccs1	i	2	-16
Cc1ccc(-c2nc(CN(C)C3CCOC3)c(C)o2)s1 (centres undefined)	i	5	-23
CSc1ncccc1C(=O)OCC(=O)NC1CCCC1	x	1	-2
Cc1nc2cc(NS(=O)(=O)c3ccccc3F)ccc2s1	i	15	-9
O=C(c1ccncc1)c1ccc(N2CCN(C3CC(=O)N(Cc4ccccc4)C3=O)CC2)cc1 (centres undefined)	i	71*	33
O=C(CN1C(=O)NC2(CCCCCCC2)C1=O)NC(=O)NCc1ccco1	i	11	-1
CCn1nc(NC(=O)c2ccncc2)c2cc3cc(C)ccc3nc21	i	32	-41
O=C(CCCCn1c(=O)c2ccccc2n(CC(=O)Nc2ccccc2)c1=O)NCc1ccco1	i	0	-38
O=C(COc1ccc(F)cc1F)NNC(=O)Nc1cccc([N+](=O)[O-])c1	i	36	-23
COC(CN1C(=O)C(O)=C(C(C)=O)C1c1ccccn1)OC (centres undefined)	i	10	4

A different layout for part of the listing above:
Under each structure: CHT allo act	OX1R antag-1	OX1R antag-2
CCCN(Cc1nc2cc(Cl)ccc2c(=O)[nH]1)C(=O)c1ccc(S(=O)(=O)N2CCCC2)cc1
    x	4	24
Cn1c(=O)c2ccccc2n(Cc2cccc(F)c2)c1=O
    i	0	-15
CN(Cc1cccc(Cl)c1)C(=O)C1CCC(=O)N(C2CC2)C1 (centres undefined)
    i	-1	-21
Cc1cc(S(=O)(=O)N2CCOCC2)ccc1OCC(=O)N1CCCCC1
    i	23	-1
O=C(NC(=S)Nc1ccc(N2CCOCC2)cc1)c1cccs1
    i	2	-16
Cc1ccc(-c2nc(CN(C)C3CCOC3)c(C)o2)s1 (centres undefined)
    i	5	-23
CSc1ncccc1C(=O)OCC(=O)NC1CCCC1
    x	1	-2
Cc1nc2cc(NS(=O)(=O)c3ccccc3F)ccc2s1
    i	15	-9
O=C(c1ccncc1)c1ccc(N2CCN(C3CC(=O)N(Cc4ccccc4)C3=O)CC2)cc1 (centres undefined)
    i	71*	33
O=C(CN1C(=O)NC2(CCCCCCC2)C1=O)NC(=O)NCc1ccco1
    i	11	-1
CCn1nc(NC(=O)c2ccncc2)c2cc3cc(C)ccc3nc21
    i	32	-41
O=C(CCCCn1c(=O)c2ccccc2n(CC(=O)Nc2ccccc2)c1=O)NCc1ccco1
    i	0	-38
O=C(COc1ccc(F)cc1F)NNC(=O)Nc1cccc([N+](=O)[O-])c1
    i	36	-23
COC(CN1C(=O)C(O)=C(C(C)=O)C1c1ccccn1)OC (centres undefined)
    i	10	4

(list continues)
SMILES	CHT allo act	OX1R antag-1	OX1R antag-2
Cc1ccc(CN2CCNC(=O)C2CC(=O)N(C)CCc2ccccc2)cc1 (centres undefined)	i	7	-27
O=C(NCCNc1nccc(C(F)(F)F)n1)c1cccs1	i	1	3
CCOC(=O)C(NC(C)=O)(NC(C)C)C(F)(F)F (centres undefined)	i	5	-18
Cc1nc2n(c(=O)c1CCN1CCC(c3noc4cc(F)ccc34)CC1)CCCC2	i	11	-14
O=C(CSc1nc2sc3c(c2c(=O)[nH]1)CCCC3)NCCO	i	6	-6
O=S(=O)(NCc1ccc(F)cc1)c1ccc(-n2cccn2)cc1	i	17	-7
COc1ccc(OCC(=O)N/N=C(\C)c2cc3ccccc3o2)cc1	i	14	-6
O=C(COc1ccccc1)OCC(=O)c1ccc(S(=O)(=O)N2CCCCC2)cc1	x	0	-2
CCCC(=O)Nc1ccc(C(=O)Nc2cccc(OC)c2)cc1	i	23	-3
Cc1ccc(NC(=O)N2CCN(C/C=C/c3ccccc3)CC2)cc1	i	4	-29
O=C(CSc1ccc(F)cc1)Nc1cccc(S(=O)(=O)N2CCOCC2)c1	x	12	-1
Cc1nsc(N)c1C(=O)O	i	9	1
CCOC(=O)C1CCN(CCCSc2ccccc2)CC1	i	3	-8
NC1=NC2(CCCCC2)N(c2ccc(F)cc2F)C(N)=N1	i	2	-13
COc1ccccc1NC(=S)N(Cc1ccco1)Cc1cc2ccc(C)c(C)c2[nH]c1=O	i	18	-38
Cc1noc(C)c1COc1ccccc1C(=O)NCCc1ccc(Cl)cc1	i	15	-11
CCn1c(Cc2ccc(OC)cc2)nnc1SCC(=O)Nc1ccc(N2CCOCC2)cc1	i	10	-10
CCc1nnc(NC(=O)C(c2ccccc2)c2ccccc2)s1	i	11	-22
Cc1cc(C)cc(N(CC(=O)NC(C)(C)C)C(=O)CCC(=O)Nc2nccs2)c1	i	-4	-22
O=C(Cc1ccccc1)NCC1COc2ccccc2O1 (centres undefined)	i	18	-2
O=C(C1CCN(S(=O)(=O)c2cccnc2)CC1)N1CCCCC1	i	10	-9
CCN(CC(=O)NC(C)(C)C)C(=O)c1ccccc1SCC(=O)NC1CCCCCCC1	i	15	-84
CN1CCN(NC(=O)CSc2ccc(Cl)cc2Cl)CC1	i	-2	6
CCCc1cc(=O)[nH]c(SCC(=O)Nc2sc3c(c2C#N)CCC(C)C3)n1 (centres undefined)	i	11	-6
Cc1ccccc1CSc1nnc(-c2ccncc2)o1	i	8	0
O=S(=O)(NC1CCCCC1N1CCN(c2ccc(F)cc2)CC1)c1ccccc1 (centres undefined)	i	10	-13
CCOC(=O)c1cc(CC)sc1/N=C/C1=C(O)CC(C)(C)CC1=O	i	9	-24
Cc1ccc(S(=O)(=O)NC(=O)c2ccc(Br)o2)c(C)c1	i	48	-29
Cn1nc(-c2ccc(Cl)cc2)c2cc(C(=O)NCC3CCCO3)sc21 (centres undefined)	i	19	-19
Cc1ccc(NC(=O)c2sc3nc(C)cc(C)c3c2N)cc1	i	22	-37
COc1ccccc1OCc1csc(N)n1	i	1	1
Cc1cccc(NC(=O)c2ccc(OCc3c(C)noc3C)cc2)c1	x	2	8
CCC(=O)N1CCN(c2ccc(NC(=S)NC(=O)c3ccc(OC)c([N+](=O)[O-])c3)cc2)CC1	i	21	-17
COc1cc(C(=O)C(=O)c2ccc(O)c(OC)c2)ccc1O	i	6	9
Cc1cc(C)c(C(=O)OCc2csc(CC(=O)Nc3ccccc3C)n2)c(C)c1	i	23	-26
COC(=O)Cc1[nH]nc2c1C(c1ccc(O)c(OC)c1)C(C#N)=C(N)O2 (centres undefined)	i	10	-16
COc1ccc(S(=O)(=O)N2CCc3cc(OC)c(OC)cc3C2)cc1	i	6	-20
COC(=O)c1ccc(Oc2nc(NC(C)C)nc(NC(C)C)n2)cc1	i	12	-16
CCCCNC(=O)c1onc(CSc2cc(C)cc(C)c2)c1C(=O)O	i	19	-8
COc1ccc(O)c(/C=N/NC(=O)c2cccc(N3CCCC3=O)c2)c1	i	31	-19
Cc1sc(-n2c(C)cc(/C=N/n3cnnc3)c2C)c(C#N)c1C	i	20	-13
O=C(NC(=S)NNC(=O)[C@H]1C[C@@H]1c1ccccc1)c1ccc(F)cc1	i	7	-26
Cc1ccc(/C=N/NC(=O)c2cccc(NC(=O)c3ccccc3Cl)c2)o1	i	13	-10
Cc1ccc(NC(=O)C2(C)Cc3ccccc3C(=O)O2)cc1 (centres undefined)	i	18	-31
Cc1ccc(C)c(Cn2c3ccccc3c3cnn(CC(=O)NCc4ccccn4)c(=O)c32)c1	i	9	-31
Cc1cccc(C)c1NC(=O)CNC(=O)c1ccncc1	i	2	2
Nc1ccc(-c2nc3ccccc3o2)cc1	i	20	-17
CCc1cc(=O)oc2cc(C)cc(OC(C)C(=O)NCc3ccncc3)c12 (centres undefined)	i	14	-15
CCCN1CCC(NC(=O)Nc2ccccc2C(=O)OC)CC1	i	-6	1
COc1ccc(CNC(=O)COC(=O)/C=C/c2ccc(Cl)cc2)cc1	i	10	-16
COc1cc(=O)oc(-c2ccccc2)c1C(C)=O	i	13	10
O=C(NC1CCCC1)C(c1ccc(N2CCOCC2)cc1)N(Cc1ccccc1)C(=O)c1ccco1 (centres undefined)	i	-3	-18
O=C(COc1ccccc1)Nc1ncn[nH]1	i	4	-14
O=[N+]([O-])c1ccc(-c2ccc(S(=O)(=O)N3CCOCC3)cc2)cc1	i	14	-14
CCCCCOCC1CC(C/C(C)=N/NC(N)=O)(C(=O)OCC)C(=O)O1 (centres undefined)	i	5	-16
Cc1ccc(C)c(NC(=O)CSc2nncn2C)c1	i	-3	-5
O=C(Nc1ccc2ccccc2c1)c1ccc(Cl)cc1Cl	i	13	-26
Cc1cccc(-n2c(SCC(=O)NCc3ccco3)nc3ccccc3c2=O)c1	i	15	-13
Cn1cccc1/C=N/NC(=O)Cc1cccc2ccccc12	i	22	-16
O=C(CN1C(=O)c2ccccc2S1(=O)=O)c1cccc(Br)c1	i	12	-2
Later entries:
SMILES	CHT allo act	OX1R antag-1	OX1R antag-2
Cc1ccc(CNC(=O)Cn2cnc3c(OCc4ccccc4)ncnc32)o1	x	-2	-2
O=C(CN1CCN(c2ccccc2O)CC1)Nc1cc([N+](=O)[O-])ccc1Cl	i	58*	-5
CCOC(=O)Cc1csc(-n2sc3ccccc3c2=O)n1	i	16	18
O=C(CC1C(=O)NCCN1Cc1ccccc1C(F)(F)F)NCCn1cccn1 (centres undefined)	i	4	-7
Cc1cc(C)c(C)c(S(=O)(=O)N2CCN(C(=O)c3ccccc3OCc3c(C)noc3C)CC2)c1C	x	1	-16
Cc1[nH]c2ccccc2c1/C=N/Nc1ccc([N+](=O)[O-])cc1S(=O)(=O)Nc1ccc(Cl)cc1	i	12	-2
COc1ccc(/C=C2\SC(=O)N(CC(=O)NC3C=CS(=O)(=O)C3)C2=O)cc1 (centres undefined)	i	25	-5
C/C(=N\NC(=O)c1nnn(-c2nonc2N)c1-c1ccc2c(c1)OCO2)c1ccc(C)cc1	i	28	2
Cc1ccc(NC(=O)CN(C)C(=O)c2cc(-c3ccco3)nc3ccccc23)cc1	i	6	-11
Cc1[nH]c(C)c(S(=O)(=O)NCc2ccc(N(C)C)cc2)c1C(=O)N1CCCC1	i	8	-6
CCN(CC(=O)Nc1ccc(OC)c(OC)c1)S(=O)(=O)c1ccc(C)cc1	i	14	-15
CC1CN(Cc2nc3c(c(=O)n(C)c(=O)n3C)n2CC(O)CO)CC(C)O1 (centres undefined)	i	8	1
CCOC(=O)/C(C#N)=C/c1c(N2CCN(c3ccccc3)CC2)nc2ccccn2c1=O	i	-1	-38
Cc1ccc(S(=O)(=O)CCC(=O)Nc2nc(C(C)(C)C)cs2)cc1	i	17	-21
CN1N=C(C(F)(F)F)CC1=O	i	18	-12
C=CCn1c(SCC(=O)N2CCCC2)nc2c([nH]c3ccccc32)c1=O	i	42	-29
CCN(CC)S(=O)(=O)c1ccc2[nH]c(=O)cc(C(=O)Nc3ccc(C)cc3)c2c1	i	22	-9
CC(C)(C)C(C(=O)Oc1ccccc1)c1ccccc1 (centres undefined)	x	2	-19
CCOc1ccc(CNC(=O)CCc2cn(Cc3ccccc3)c3ccccc23)cc1	i	18	-18
